Bioassay records deposited in PubChem by several laboratories.
HIF-2a inh – inhibitors of HIF-2a; 360,000 compounds, 0.72% hits; inhibition, % at 18.8 µM; 786-0 RCC cells HIF-2a reporter, luciferase luminescence, overnight;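 active means inhibition of the luminescence signal of 40% or more relative to plate controls, in a single-dose primary screen at 18.75 µM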
CF NFkB block – inhibitors of cystic fibrosis induced NF-kB; KKLEB NF-kB-GFP reporter, PAF-induced, GFP fluorescence overnight; inhibition, % at 5 µM; 360,000 compounds, 0.86% hits;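 active means at least 50% inhibition at 5 µM, scaled per plate between neutral and stimulator controls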;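 further: PAF is a Pseudomonas aeruginosa culture filtrate used as stimulus; plate controls were PAF-stimulated DMSO wells for no effect and unstimulated DMSO wells for full effect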
KKLEB tox – CF airway cell cytotoxicity counter-screen | KKLEB CF airway cells viability, ATPlite luminescence, overnight; hits give low values; cells stimulated with P. aeruginosa culture filtrate | activity change (cytotoxicity), % at 5 µM | 360,000 compounds, 0.36% hits;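 active means corrected activity change at or below -50% at 5 µM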
MITF TRPM1 inh – MITF TRPM1 promoter inhibition in SK-MEL-5 cells; SK-MEL-5 TRPM1 promoter luciferase, 24 h; inhibition, % at 12.5 µM; 330,000 compounds, 0.83% hits; AID 488899;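 active means mean inhibition across replicates of 60% or more, whatever share of single replicates reaches that level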; further: values of inactives mirror those of a sister screen read the other way
C8 TRAIL sens – caspase-8 TRAIL sensitization. AID 624354. inhibition (viability loss, TRAIL sensitization), % at 10 µM. NB7+C8 cells + TRAIL, ATPlite viability luminescence. 360,000 compounds, 1% hits;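 active means compounds causing at least 50% loss of cell viability in the single-dose screen, relative to plate controls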
Shn3 inh set2 – Schnurri-3 reporter inhibition in Clone20 osteoblasts; inhibition, % at 12.5 µM; 360,000 compounds, 0.52% hits; Clone20 osteoblast Shn3 3'UTR firefly luciferase, 24 h;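 active means mean inhibition of at least 75% with every replicate also reaching 75%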;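 further: 0% = median of neutral control wells and 100% = pilot-screen positive control compound; some compounds past the cut are filed as inactive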
NR2E3 ag-1 – agonists of human NR2E3 nuclear receptor; Q9Y5X4; CHO-S Gal4-NCOR/VP16-NR2E3 two-hybrid, luciferase; inhibition of corepressor binding, % at 3.98 µM; 360,000 compounds, 0.35% hits; AID 602229;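 active means inhibition above the mean of all tested compounds plus 3 SD, cut at about 70% in these data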;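 further: 0% = DMSO with NR2E3 transfected cells and 100% = cells lacking NR2E3 construct; higher means lower luciferase signal from less NR2E3 corepressor binding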
Target sequence (Q9Y5X4 whole entry, looked up, the tested form may be a part): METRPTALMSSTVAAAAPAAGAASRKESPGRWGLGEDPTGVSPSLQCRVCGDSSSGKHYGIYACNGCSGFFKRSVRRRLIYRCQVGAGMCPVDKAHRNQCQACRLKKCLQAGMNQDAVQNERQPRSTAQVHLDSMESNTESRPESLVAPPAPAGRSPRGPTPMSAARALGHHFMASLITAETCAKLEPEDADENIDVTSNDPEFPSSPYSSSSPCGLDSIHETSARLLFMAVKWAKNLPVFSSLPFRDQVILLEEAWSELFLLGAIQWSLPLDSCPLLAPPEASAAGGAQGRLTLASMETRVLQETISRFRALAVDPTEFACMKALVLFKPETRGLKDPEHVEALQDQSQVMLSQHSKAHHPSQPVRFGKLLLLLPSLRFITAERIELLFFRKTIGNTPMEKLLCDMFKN
TROY NFkB inh – TROY signaling inhibition | Q293 LMP1-TROYcd NF-kB luciferase reporter, 4 h | inhibition, % at 10 µM | 360,000 compounds, 0.98% hits;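 active means compounds whose plate-normalised and pattern-corrected inhibition of the luciferase reporter signal at the single screening dose is 50% or more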
NR2E3 ag-2 – NR2E3 (human) agonism; 320,000 compounds, 0.12% hits; GST-NR2E3/biotin-RetCOR TR-FRET, 1536-well; Q9Y5X4; AID 2300; inhibition of corepressor binding, % at 4.78 µM;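 active means percent inhibition above the cutoff of mean plus 3 SD of all tested compounds, set per screening campaign, cut at about 20% in these data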;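 further: 0% = DMSO wells and 100% = biotin wells as full block of FRET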
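Format: 1536-well format; test system: GST-NR2E3 and biotin-RetCOR proteins; read-out basis: percent inhibition of TR-FRET ratio; timing: 5 h incubation at 4 °C; detection: time-resolved FRET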
Peg3 promoter – reduces Peg3 promoter-driven luciferase expression in HeLa. HeLa PEG-Prom luciferase reporter, luminescence, overnight. inhibition, % at 20 µM. 360,000 compounds, 1.7% hits. AID 588405;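 active means inhibition of at least 50% at 20 µM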
TWEAK-Fn14 inh – TWEAK-Fn14 signaling inhibition; AID 1159606; 360,000 compounds, 2% hits; TWEAK-stimulated Fn14 reporter cells, luciferase luminescence, 8 h; inhibition, % at 10 µM; in the data active means inhibition above about 50%
Numbers without * were called inactive; x = not tested or not shown.

SMILES	HIF-2a inh	CF NFkB block	KKLEB tox	MITF TRPM1 inh	C8 TRAIL sens	Shn3 inh set2	NR2E3 ag-1	TROY NFkB inh	NR2E3 ag-2	Peg3 promoter	TWEAK-Fn14 inh
CCCCNC(=O)C1(C)CCC(=O)N1CCc1c[nH]c2ccccc12 (stereo not drawn)	7	-18	-17	x	19	4	7	-17	x	-1	2
O=C(NNC(=O)C1CC1)c1cc(=O)[nH]c2ccccc12	14	0	9	5	25	-11	0	-10	x	2	3
O=C(O)CCNS(=O)(=O)c1ccc2c(c1)Cc1ccccc1-2	12	-4	7	10	8	-10	12	-2	2	6	-6
O=C(NCCc1ccccc1)C1CCC(CNc2nc(=S)[nH]c3ccccc23)CC1 (stereo not drawn)	-16	30	-19	13	-3	11	-18	-1	4	10	-35
CCCC(=O)NC(C)c1nc(-c2ccc(C)cc2)no1 (stereo not drawn)	-48	-6	6	-22	-10	3	-19	-29	0	-30	-9
COc1cccc(-n2c(C)nnc2SCC(=O)Nc2ccccc2N2CCOCC2)c1	3	-18	-1	6	-2	-14	-28	-10	-3	7	-20
CC(C)Cc1nn2c(=O)cc(COc3ccc(NC(=O)c4ccco4)cc3)nc2s1	0	11	7	3	-3	9	-17	-4	-3	-4	-13
O=c1ccc(-c2ccc(S(=O)(=O)Nc3ccc(F)cc3)o2)n[nH]1	12	21	-6	-4	13	-10	-9	-4	4	2	-9
C=CCN1C(=O)C(=O)N(CC(=O)c2ccc3c(c2)CCCC3)C1=O	-99	-5	10	-29	-8	-6	-7	-35	0	-77	8
CC(=O)OCC1(O)CC23CCC4c5ccoc5CCC4(C)C2CCC1C3 (stereo not drawn)	7	-4	0	9	-2	4	-1	14	x	8	12
CC(=O)c1cccc(NS(C)(=O)=O)c1	13	11	-6	11	-3	17	-27	10	0	13	2
COC(=O)c1ccc(C(=O)OC)c(NC(=S)N2CCC(C(N)=O)CC2)c1	21	-2	-4	0	-22	-9	3	-13	-1	7	27
CCCCNC(=O)CCCn1c(=O)[nH]c2ccc(Br)cc2c1=O	9	-29	5	0	-7	-4	-7	-11	5	15	-12
CC1CCC(NC(=O)c2ccc(NC3=NC4CS(=O)(=O)CC4S3)cc2)CC1 (stereo not drawn)	6	-14	-8	-3	-9	4	5	-10	0	-3	0
COc1cccc(NC(=O)C2CCCN(S(=O)(=O)c3cccc4cccnc34)C2)c1 (stereo not drawn)	9	-8	14	2	-3	15	0	2	-4	22	-2

A stretch from further up:
SMILES	HIF-2a inh	CF NFkB block	KKLEB tox	MITF TRPM1 inh	C8 TRAIL sens	Shn3 inh set2	NR2E3 ag-1	TROY NFkB inh	NR2E3 ag-2	Peg3 promoter	TWEAK-Fn14 inh
CC(=O)OCC1(O)CC23CCC4c5ccoc5CCC4(C)C2CCC1C3 (stereo not drawn)	7	-4	0	9	-2	4	-1	14	x	8	12
CC(=O)c1cccc(NS(C)(=O)=O)c1	13	11	-6	11	-3	17	-27	10	0	13	2
COC(=O)c1ccc(C(=O)OC)c(NC(=S)N2CCC(C(N)=O)CC2)c1	21	-2	-4	0	-22	-9	3	-13	-1	7	27

Next records follow.
SMILES	HIF-2a inh	CF NFkB block	KKLEB tox	MITF TRPM1 inh	C8 TRAIL sens	Shn3 inh set2	NR2E3 ag-1	TROY NFkB inh	NR2E3 ag-2	Peg3 promoter	TWEAK-Fn14 inh
COc1ccc(-c2csc(C)n2)cc1Br	-191	-15	0	-42	-2	-12	-22	-44	-2	-135	-5
Cc1cccc(C)c1NC(=O)C1c2cccc[n+]2CC(=O)N1Cc1cccs1 (stereo not drawn)	0	8	-15	7	-8	1	5	10	2	-12	5
CCOc1ccccc1-c1nnc(CS(=O)(=O)c2ccccc2)o1	-14	-17	13	6	6	-2	-3	-24	-2	-4	41
Cc1ccc(NS(=O)(=O)c2cccc(C(=O)Nc3cccnc3)c2)c(C)c1	11	-37	-9	8	12	17	-8	16	x	20	35
NC(=S)N=Nc1c(O)n(C2OC(=O)c3ccccc32)c2ccccc12 (stereo not drawn)	6	7	-3	5	-5	6	-7	-3	-3	-1	-7
Cn1c(=O)[nH]c(=O)c2c1nc(Br)n2CCSc1ncccn1	-4	2	-3	3	-4	5	-2	10	4	26	0
CCOC(=O)N1CCN(S(=O)(=O)c2ccc(OCC)cc2)CC1	21	-11	11	17	19	9	-9	-4	1	-11	-4
O=C(COC(=O)C1c2ccccc2Oc2ccccc21)NC1CCS(=O)(=O)C1 (stereo not drawn)	10	-22	10	6	-3	11	-35	-16	1	-3	-13
S=c1nc(-c2ccccc2)[nH]n1-c1ccccc1	-119	2	7	4	-9	-1	-48	-29	0	-12	-19
COc1ccc(N(C(=O)Nc2ccc(Cl)cc2)C2=NCCC2)cc1	-60	15	8	1	19	-27	-17	-43	0	-4	-18
COCC(=O)N1CCCC(C(=O)c2ccc(-c3ccccc3)c(F)c2)C1 (stereo not drawn)	-52	11	3	-25	-10	6	-12	-17	4	-55	-24
COCCN(C)C(=O)CC1C(=O)NCCN1CC(c1ccccc1)c1ccccc1 (stereo not drawn)	7	-4	2	-2	-1	5	-21	-10	0	-7	9
CC(C)(OC(=O)c1cccs1)c1cc2ccccc2c(=O)o1	6	-26	-9	7	-16	-18	3	10	1	-4	0
O=C1[C@@H]2[C@H](C(=O)N1Cc1cccnc1)[C@H]1C=C[C@@H]2C1	7	-12	18	1	-4	5	-14	1	-2	4	-5
CC(O)Cn1c(=O)c2c(nc(Br)n2Cc2ccccc2)n(C)c1=O (stereo not drawn)	10	6	-12	1	-7	-8	5	-7	5	17	-9
Cc1cc2cc(CNC(=O)C3CC3)ccc2n1C	5	6	-8	5	-18	3	7	7	-5	8	11
Cc1cccc(Nc2nc(N)c([N+](=O)[O-])c(N3CCOCC3)n2)c1	3	13	-12	-10	-6	-11	17	-9	2	26	7
O=C(COC(=O)c1ccc(S(=O)(=O)N2CCOCC2)cc1)NCc1cccs1	13	-10	-34	-2	-10	50	-19	1	5	2	13
CC1=C(C(=O)Nc2ccccn2)C(c2ccc(Cl)cc2)NC(=S)N1 (stereo not drawn)	-134	13	4	-36	-12	-16	-28	-17	4	-133	-22
COc1cc(S(=O)(=O)NCCN2CCOCC2)ccc1-n1cnnn1	9	-17	6	-3	-10	-13	18	20	2	-1	2
CN1C(=O)[C@H](Cc2ccc([N+](=O)[O-])cc2)NC1=S	10	21	10	-13	22	8	14	28	3	12	51*
O=C(/C=C/c1ccccc1[N+](=O)[O-])N1CCCCC1	-25	-5	6	-6	-5	-9	0	-2	2	-27	-2
Cc1cc2oc(C(=O)N(Cc3cccs3)C3CCS(=O)(=O)C3)cc(=O)c2cc1Cl (stereo not drawn)	10	-1	-4	4	23	11	21	-5	-2	14	-11
CCOC(=O)c1c(C)n(C)c2ccc(O)c(CN(CC)CC)c12	4	-4	1	6	4	21	-23	-2	3	14	-27
COC(=O)c1cc(OC)c(OC)cc1NC(=O)CSc1ccccc1	7	-3	2	-9	1	10	-24	6	0	24	6
Cc1ccc(S(=O)(=O)N(CC(=O)NCCSc2ccccn2)c2ccc(C)c(C)c2)cc1	21	15	-3	-1	9	22	-29	4	3	23	5
O=C(Nc1ccccc1F)c1ccc(-n2cncn2)nc1	-8	6	-8	4	-6	2	23	-3	2	-27	-12
COC(=O)[C@H](Cc1ccccc1)NC(=O)Nc1ccc(OC)cc1	17	-19	4	-11	15	1	9	-5	-3	12	-3
CCOC(=O)c1sc(/S(C)=N\S(=O)(=O)c2cccc(Cl)c2)c2c1CCC=C2 (stereo not drawn)	20	18	-5	-7	-1	17	-4	12	2	19	4
CSCC[C@H](NC(=O)N1CCn2c1nc1ccccc12)C(=O)NC1CCCCC1	15	-20	6	18	-11	-18	-13	-9	1	15	-7
CCOC(=O)c1nn(C)c(C)c1Cl	17	-3	3	-3	-2	8	-2	-9	-3	-3	11
Cc1ccccc1NC(=O)C(C)c1ccc(-c2ccccc2)c(F)c1 (stereo not drawn)	4	-18	4	-3	9	27	38	-1	-3	9	-7
C/C(=C\C(=O)c1ccc(Br)cc1)Nc1ccc(Cl)cc1	-248	5	0	13	4	-8	0	19	-2	-45	-10
Cc1ccc(S(=O)(=O)Nn2c(C)nnc2-n2nc(C)cc2C)cc1	14	8	5	-6	10	3	-23	-2	-1	-7	6
COC(=O)/C=C1\S/C(=N/N=C/c2ccc(Cl)cc2)NC1=O	-46	-4	-2	-6	2	3	-20	0	1	-27	-13
CNC(=O)c1c(NC(=O)CS(=O)(=O)c2ccccc2)sc(C)c1C	-1	-40	24	0	-18	12	-12	-2	-2	5	-1
Cc1ccc2[nH]c(=O)c(CN(C(=O)c3cccc([N+](=O)[O-])c3)C(C)C)cc2c1	14	-5	-3	-11	-9	10	-23	12	2	23	-15
CCOC(=O)C(NC(=O)c1ccccc1)=C1CCCCC1	1	4	-2	6	12	1	-16	21	3	2	11
CCCc1cc(C(=O)Nc2sc(C)c(CC)c2C#N)no1	-161	18	-8	x	-23	2	-38	-26	2	-59	-24
COC(=O)Cc1ccc(OC(=O)c2cccc(S(=O)(=O)N3CCN(C)CC3)c2)cc1	7	-13	1	4	-8	42	0	-7	2	6	1
Cc1cc(C)nc(NC(=O)/C=C/c2ccccc2Cl)c1	-260	-15	-10	-53	33	-52	-79	-19	2	-301	-11
Fc1ccc(Cn2nnnc2CN2CCN(C3CCCC3)CC2)cc1	9	7	2	1	-6	-20	2	-5	1	8	5
CCNCc1cc2cc(C)ccc2[nH]c1=O	-4	1	-1	5	8	6	-8	-3	-2	11	10
CC(/C=N/NC(=O)Cn1nnc(N)n1)=C\c1ccc(C(C)C)cc1	-31	-1	4	-21	-6	-27	-10	-28	-4	-29	-13
Cc1ccc(S(=O)(=O)N2CCC(C(=O)OCC(=O)N(C)c3ccccc3)CC2)cc1C	2	-16	7	4	-3	-12	3	5	2	-5	-9
Cc1ccc(S(=O)(=O)NCCCN2CCCC2)cc1	9	-3	12	-5	-5	6	-24	-3	1	12	16
COc1ccc(CC(=O)NNC(=S)Nc2ccccc2)cc1Cl	4	6	5	-10	-9	11	-7	-8	3	6	16
COc1ccc(N2CCN(S(=O)(=O)c3cccs3)CC2)cc1	4	0	9	11	-7	8	-6	-19	4	5	10
O=C1N/C(=C/c2ccco2)C(=O)N1Cc1ccccc1F	-4	-10	1	-18	-1	-23	19	-10	1	-8	7
CC1(C)Cc2cccc(OC(=O)NCCc3ccc(F)cc3)c2O1	8	x	x	x	-12	x	-3	-17	x	x	-2
CS(=O)(=O)N1CCN(c2ccc(NC(=O)CSc3nnc(-c4ccco4)o3)cc2)CC1	4	12	2	-2	0	14	-13	-9	0	5	1

3 entries from above, arranged by SMILES length, high to low.
SMILES	HIF-2a inh	CF NFkB block	KKLEB tox	MITF TRPM1 inh	C8 TRAIL sens	Shn3 inh set2	NR2E3 ag-1	TROY NFkB inh	NR2E3 ag-2	Peg3 promoter	TWEAK-Fn14 inh
CS(=O)(=O)N1CCN(c2ccc(NC(=O)CSc3nnc(-c4ccco4)o3)cc2)CC1	4	12	2	-2	0	14	-13	-9	0	5	1
O=C1N/C(=C/c2ccco2)C(=O)N1Cc1ccccc1F	-4	-10	1	-18	-1	-23	19	-10	1	-8	7
Cc1ccc(S(=O)(=O)NCCCN2CCCC2)cc1	9	-3	12	-5	-5	6	-24	-3	1	12	16

The list is partial; rates above refer to the full screens.
